# Compound activity deposited in PubChem by National Center for Advancing Translational Sciences (NCATS).
# TRHR enhancer = TRH receptor (human) allosteric enhancement; P34981; TRHR cells, fluo-8 calcium fluorescence, EC20 TRH enhancement; enhancement, % at 2 µM; hit rate 0.66% among 360,000; AID 493056; in the data active = enhancement above about 30%; also: 0% is about no effect
#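 TRHR-expressing cells loaded with fluo-8 calcium dye were read kinetically (ex 480/em 530) during compound addition, then stimulated with an EC20 of TRH (10 nM final). Enhancement of the Gq-mediated intracellular calcium response was scored.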
# D2 antagonist = antagonists of human D2 dopamine receptor; P14416; HEK293 TREx D2 cells, calcium flux, dopamine EC80; inhibition, % at 10 µM; hit rate 2% among 340,000; in the data active = inhibition above about 30%; also: 0% is about no effect
# Target sequence (P14416 whole entry, looked up): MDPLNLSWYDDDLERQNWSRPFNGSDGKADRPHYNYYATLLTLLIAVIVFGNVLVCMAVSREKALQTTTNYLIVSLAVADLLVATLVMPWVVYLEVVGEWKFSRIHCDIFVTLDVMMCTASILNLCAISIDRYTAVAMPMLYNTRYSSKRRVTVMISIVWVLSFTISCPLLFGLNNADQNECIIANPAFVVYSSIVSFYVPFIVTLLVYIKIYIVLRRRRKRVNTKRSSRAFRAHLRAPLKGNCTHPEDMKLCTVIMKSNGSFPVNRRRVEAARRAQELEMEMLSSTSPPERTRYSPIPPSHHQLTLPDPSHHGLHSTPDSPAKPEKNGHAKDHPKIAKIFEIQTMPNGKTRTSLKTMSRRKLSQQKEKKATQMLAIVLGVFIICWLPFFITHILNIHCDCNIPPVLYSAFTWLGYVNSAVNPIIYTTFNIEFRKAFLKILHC
#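 Antagonism is scored as inhibition of an EC80 dopamine-evoked calcium signal in a force-coupled, tetracycline-inducible HEK293 T-REx D2 line, with compound present 180 s before agonist.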
# USP1-UAF1 inh = blocks the human USP1/UAF1 deubiquitinase complex. hit rate 0.23% among 390,000. Potency, µM (doses to about 57.1 µM), inactives show at the top dose activity change, negative = inhibition, most hits filed as inhibitors. O94782. recombinant USP1/UAF1, Ub-Rhodamine cleavage fluorescence. AID 743255; also: potency is read from the fitted curve at half-maximal effect; % is scaled to controls: 0 for no effect and ±100 for the full control effect; nearly all actives have a fitted effect of over 60% in size; inactives centre near -12
#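 High-throughput fluorogenic screen: 1nM USP1/UAF1 complex, Ub-Rho substrate 150nM final, 50mM HEPES pH 7.8 with 0.5mM EDTA, 0.1 mg/ml BSA, 1mM TCEP and 0.01% Tween-20.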
# TrxR1 substrate = is turned over as a substrate by rat TrxR1; O89049; purified TrxR1 substrate turnover, NADPH consumption readout; Potency, µM (top dose mostly 114 µM), without a hit: at the highest dose activity change, negative = substrate turnover; hit rate 0.01% among 390,000; AID 588456; also: potency is read from the fitted curve at half-maximal effect; % is scaled to controls: 0 for no effect and ±100 for the full control effect; nearly all actives have a fitted effect of over 50% in size
# Target sequence (O89049 whole entry, looked up): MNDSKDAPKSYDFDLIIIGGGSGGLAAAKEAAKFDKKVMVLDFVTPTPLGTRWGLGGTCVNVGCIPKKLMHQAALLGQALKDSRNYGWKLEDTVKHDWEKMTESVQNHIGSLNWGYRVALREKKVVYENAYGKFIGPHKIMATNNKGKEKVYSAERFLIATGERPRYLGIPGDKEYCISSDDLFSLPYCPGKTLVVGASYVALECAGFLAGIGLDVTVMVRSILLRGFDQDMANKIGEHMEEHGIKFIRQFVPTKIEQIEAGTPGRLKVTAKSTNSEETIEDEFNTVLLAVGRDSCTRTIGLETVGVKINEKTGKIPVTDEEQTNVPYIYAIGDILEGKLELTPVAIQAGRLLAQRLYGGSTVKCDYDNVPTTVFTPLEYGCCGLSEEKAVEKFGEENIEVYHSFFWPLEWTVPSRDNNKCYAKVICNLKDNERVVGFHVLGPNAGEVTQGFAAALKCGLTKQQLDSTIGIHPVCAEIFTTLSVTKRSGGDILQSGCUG
#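 Rat TrxR1, dispensed at 90 nM, was prereduced with 400 uM NADPH (final) for 5 min at ~22 deg C, then incubated with compound 15 min before 400 uM selenite. A first-read NADPH fluorescence drop versus no-compound background flagged substrates.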
# TRHR ag = agonists of human TRH receptor. TRHR cells, calcium flux fluo-8, FDSS agonist mode. activation, % at 2 µM. hit rate 0.18% among 360,000; in the data active = activation above about 30%; also: 0% is about no effect
#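 TRHR-expressing cells, plated overnight in medium with 10% serum, were loaded with fluo-8 calcium dye at room temperature. After a 10 s baseline, library compound was pin-added and calcium release was recorded kinetically (ex 480/em 530) as agonist response.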
# PI4K2A block = PI4K2A (human) kinase inhibition; activity change, negative = inhibition, % at 76.9 µM; Q9BTU6; purified PI4K2A, ADP-Glo luminescence, 1 h; hits give low values; hit rate 0.13% among 420,000; AID 1346378; in the data active = activity change below about -50%; inconclusive = mostly about -30% to -49%;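 also: -100% = wells without enzyme as full effect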
#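 PI4K2A activity was measured by ADP-Glo luminescence: enzyme (4 ug/mL stock) and phosphatidylinositol (1.2 mM stock) in Tris pH 7.5/MgCl2/EGTA/Triton X-100 buffer were reacted with ATP (300 microM stock) for one hour at ambient temperature.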
# IDH1 R132H inh = blocks human mutant IDH1 R132H enzyme. O75874. IDH1-R132H enzyme, NADPH consumption, diaphorase/resazurin fluorescence. Potency, µM (series often up to 76.6 µM), without a hit: top-dose activity change, negative = inhibition, most hits filed as inhibitors. hit rate 0.093% among 390,000. AID 602179; also: potency is read from the fitted curve at half-maximal effect; % is scaled to controls: 0 for no effect and ±100 for the full control effect; nearly all actives have a fitted effect of over 65% in size
#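 IDH1-R132H (0.5 ug/mL) preincubated 30 min with compound, then NADPH (0.016 mM) and alpha-KG (2 mM) added; 80 min at RT, pH 7.5. Remaining NADPH coupled via diaphorase/resazurin to fluorescence (540/590 nm); concentration-response curves normalized to no-enzyme control.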
# TrxR1 inh = inhibitors of rat thioredoxin reductase 1; O89049; recombinant rTrxR1, NADPH fluorescence consumption, selenite substrate; Potency, µM (doses to about 114 µM), inactives show top-dose activity change, negative = inhibition, actives largely listed as inhibitors; hit rate 1% among 390,000; AID 588453; also: potency is read from the fitted curve at half-maximal effect; % is scaled to controls: 0 for no effect and ±100 for the full control effect; nearly all actives have a fitted effect of over 65% in size
#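 Rat TrxR1 (90 nM in the dispensed reagent) was pre-reduced with 400 uM NADPH for 5 min at room temperature, then incubated with compound for 15 min. After 400 uM selenite was added, NADPH fluorescence (Ex 340/Em 450 nm) was followed for 8 min.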
# D2 ag = activates the human D2 dopamine receptor; hit rate 0.53% among 340,000; HEK293 T-REx D2 cells, calcium flux agonist mode; activation, % at 2 µM;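 active = activation over 3 SD above normal in the single-dose calcium agonist read, cut at about 30% in these data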; also: 0% is about no effect
#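 Calcium-flux readout, 1 cycle/sec over 180 s following compound pin transfer, in inducible HEK293 Trex D2 cells (force-coupled); dopamine controls included. Positive calcium responses during this window marked compounds as potential agonists.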
# The depositor's hits bear a star; ? = inconclusive; · = not tested or not shown; [ ] = dose if it differs, or a comment. Unless noted, calls follow the shape of the dose curve; as a rule, active = well fitted inhibition curve with a large enough effect; inconclusive = small, poorly fitted or top-dose-only effect; inactive = no such curve, though single readings can be large or run the other way.
SMILES,TRHR enhancer,D2 antagonist,USP1-UAF1 inh,TrxR1 substrate,TRHR ag,PI4K2A block,IDH1 R132H inh,TrxR1 inh,D2 ag
Cc1cccc(NC(=O)CN2C(=O)c3ccccc3Sc3ncccc32)c1C,7,·,-24%,-4%,0.2,-4,-10%,11%,0.3
Cn1c(=O)c2nc(NCc3ccccc3)sc2n(C)c1=O,·,·,-9%,-4%,·,12,-1%,17%,·
COc1ccc(CN(C(=O)c2snc(C(N)=O)c2N)C(C(=O)NC(C)(C)C)c2ccco2)cc1 (stereo not given),0,23,-5%,8%,-0.9,7,1%,11%,0.3
COc1ccc(S(=O)(=O)N2CCCCC2)cc1NC(=O)CCNC(=O)c1ccco1,2,-7,-17%,-1%,0.4,5,3%,-3%,1.6
CCc1nnc(NC(=O)C2=CCN(S(=O)(=O)c3ccccc3)CC2)s1,-1,5,1%,5%,-0.1,-7,-4%,32%,-1.4
O=C(N/C(=C/c1cn(-c2ccccc2)nc1-c1ccccc1)C(=O)N1CCOCC1)c1ccccc1,2,-4,·,·,0.8,·,·,·,0.7
Cc1c(O)ccc2c(CC(=O)N[C@@H](Cc3c[nH]c4ccccc34)C(=O)O)cc(=O)oc12,-2,-12,-10%,35%[activator],-0.3,-4,7%,-1%,-0.5
CC(C)COc1cccc(-c2cc(C(=O)Nc3ccon3)c3ccccc3n2)c1,-3,2,?,6%,-1.6,2,6%,17%,-2.8
Cc1c(Br)c([N+](=O)[O-])nn1C(C)C(=O)NCc1cccs1 (stereo not given),4,5,?,-5%,-0.4,-4,2%,1%,-1.3
O=C(O)C(c1ccccc1)N1C(=O)/C(=C\c2ccc(-c3cccc(Cl)c3)o2)SC1=S (stereo not given),-2,-8,35µM*,-3%[57.1 µM],13,-13,-13%,1%[2.29 µM],0.2
COc1ccccc1NS(=O)(=O)c1cc(-c2cnc(C3CC3)o2)ccc1C,1,-4,-26%,-8%,-0.2,0,-4%,10%,0.3
COc1ccc(NC(=O)c2ccc[n+]([O-])c2)cc1,-3,-1,-10%,-4%,0.4,-8,1%,6%,·
COC(=O)C(C)(C)ONC(=O)Nc1ccccc1[N+](=O)[O-],31*,-14,-22%,4%[57.1 µM],0.3,3,3%,12%[57.1 µM],2.9
COc1cccc(CC(=O)Nc2ccc(-c3nc4ccccc4s3)cc2)c1,1,·,-19%,5%[57.1 µM],0.8,2,·,6%[57.1 µM],·
COc1ccccc1NC(=O)CNC(c1ccccc1)c1ccccc1,3,36*,-21%,1%,0.0,1,1%,12%,-1.0
CCOC(=O)C1=C(O)C(=O)N(CCCn2ccnc2)C1c1ccc(C)cc1 (stereo not given),4,20,-13%,9%[57.1 µM],0.2,3,-2%,16%[11.4 µM],0.1
CCCNc1nc(N)nc(-c2cc(Cl)ccc2OC)n1,5,-1,-22%,-9%[57.1 µM],0.2,-8,8%,7%[57.1 µM],0.4
Cc1c(C(=O)N2CCOCC2)c(S(=O)(=O)N2CCN(c3ccc(Cl)cc3)CC2)c(C)n1C,-2,-2,-16%,4%,0.0,6,-12%,19%,0.2
O=C(Nc1cccc(C(F)(F)F)c1)C1CCCO1 (stereo not given),3,0,-21%,-8%,0.4,2,0%,-2%,-0.2
CCCCNC(=O)CC(=O)Nc1ccccc1C(=O)O,14,-3,-9%,9%,-0.2,-1,0%,16%,-1.6
COC(=O)c1ccc(COc2ccc(/C=N/N3CCN(C)CC3)cc2)cc1,1,3,-18%,1%[57.1 µM],0.3,0,5%,15%[57.1 µM],-0.1
O=C(Nc1ccc(Cl)c(Cl)c1)c1csc(-c2ccccc2)n1,-4,0,-15%,-3%,0.5,4,2%,-5%,0.9
Cc1ccc([N+](=O)[O-])cc1S(=O)(=O)N1CCCN(C)CC1,2,-3,-27%,11%,1.1,4,0%,-5%,2.6
O=C1CC(N2CCN(Cc3ccccc3)CC2)C(=O)N1 (stereo not given),-2,-3,-11%,1%,0.4,2,-3%,25%,0.6

# Already shown: entries from further up.
SMILES,TRHR enhancer,D2 antagonist,USP1-UAF1 inh,TrxR1 substrate,TRHR ag,PI4K2A block,IDH1 R132H inh,TrxR1 inh,D2 ag
COC(=O)C(C)(C)ONC(=O)Nc1ccccc1[N+](=O)[O-],31*,-14,-22%,4%[57.1 µM],0.3,3,3%,12%[57.1 µM],2.9
COc1cccc(CC(=O)Nc2ccc(-c3nc4ccccc4s3)cc2)c1,1,·,-19%,5%[57.1 µM],0.8,2,·,6%[57.1 µM],·
COc1ccccc1NC(=O)CNC(c1ccccc1)c1ccccc1,3,36*,-21%,1%,0.0,1,1%,12%,-1.0
CCOC(=O)C1=C(O)C(=O)N(CCCn2ccnc2)C1c1ccc(C)cc1 (stereo not given),4,20,-13%,9%[57.1 µM],0.2,3,-2%,16%[11.4 µM],0.1
CCCNc1nc(N)nc(-c2cc(Cl)ccc2OC)n1,5,-1,-22%,-9%[57.1 µM],0.2,-8,8%,7%[57.1 µM],0.4

# Carrying on:
SMILES,TRHR enhancer,D2 antagonist,USP1-UAF1 inh,TrxR1 substrate,TRHR ag,PI4K2A block,IDH1 R132H inh,TrxR1 inh,D2 ag
O=C(Cc1nnc(NC(=O)Nc2ccc(F)cc2)s1)NCc1ccccc1,0,-6,-10%,2%,0.0,-9,-12%,15%,1.1
Cc1cc(C(=O)Nc2ccccc2C#N)n(-c2ccccc2)n1,3,-30,-14%,10%[57.1 µM],0.0,2,0%,2%[57.1 µM],0.8
CSc1nc2ccc(NC(=O)c3ccco3)cc2s1,3,2,-20%,-12%,-0.4,0,10%,-17%,9.8
O=C(c1cc2sccc2n1Cc1ccc(F)cc1)N1CCc2ccccc21,7,-20,-11%,1%[11.4 µM],0.6,4,5%,?,1.1
COc1ccc(/C=C2/SC(=O)N(CC(=O)NCCC(C)C)C2=O)cc1OC,-2,2,-9%,7%[57.1 µM],-0.4,-2,-6%,27%[57.1 µM],1.2
CCc1ccc(C2c3[nH]c4ccccc4c3CCN2C(=O)CN2CCN(CC)CC2)cc1 (stereo not given),8,-5,-14%,7%,4.9,-1,-1%,22%,2.2
CCOC(=O)N1CCN(CC(=O)Nc2c(C(=O)OC)[nH]c3cc(C)ccc23)CC1,0,·,-8%,11%,0.0,5,2%,2%,·
C[C@]12CC[C@H](O)CC1=CCC1C2CC[C@@]2(C)C1CCC21OCCO1 (stereo not given in full),·,·,?,3%,·,11,-7%,14%,·
COc1ccc2cc(CCNC(=O)c3ccc4c(c3)OCO4)c(=O)[nH]c2c1,-6,14,-22%,4%,-0.3,-3,-3%,24%,-1.1
Cc1cc(C(=O)COC(=O)c2ccccc2NCCO)c(C)n1CC1CCCO1 (stereo not given),-3,-7,-11%,31%[activator],-0.7,3,0%,?,0.1
C[C@]12CC[C@H](O)CC1=CCC1C2CC[C@@]2(C)C1CC[C@@H]2NC(=O)[C@@H](N)Cc1cnc[nH]1 (stereo not given in full),·,·,-22%,3%,·,-13,3%,6%,·
Clc1cccc(/C=N/Nc2nnc(Cl)c3ccccc23)c1,-3,·,-5%,2%,-0.5,0,3%,25%,·
O=C(O)C(F)=C(c1ccccc1)c1ccccc1,·,·,-5%,4%,·,-9,2%,21%,·
COc1ccc(COC(=O)C2=C(C)NC(=O)NC2c2cc(Br)c(O)c(OC)c2)cc1 (stereo not given),-5,-17,-26%,-8%,0.5,13,-14%,-6%,-0.9
Cc1ccc(CCNC(=O)C2CCN(S(=O)(=O)c3cccc4nonc34)CC2)cc1,2,2,-1%,3%,1.0,-6,-2%,6%,-1.0
CC(C)C(=O)O/N=C(\N)c1ccccn1,4,3,-16%,-1%,0.4,14,3%,-4%,-0.2
Cc1ccc(Cl)cc1N1CCN(CCCNc2ncnc3onc(-c4ccc(F)cc4)c23)CC1,4,·,-19%,0%,0.3,-1,1%,14%,0.3
CCOc1ccc(C(c2c(O)cc(C)n(Cc3ccco3)c2=O)N2CCCCC2)cc1 (stereo not given),4,·,?,2%[57.1 µM],0.4,0,-6%,1%[57.1 µM],0.0
CCOC(=O)c1c(-c2ccc(C)o2)csc1NC(=O)COC(=O)c1ccc(NC(N)=O)cc1,-12,-2,-9%,-6%,-0.3,-20,4%,?,-0.4
Cc1cccc(-n2c(C)c(-c3ccccc3)[nH]c2=S)c1,0,9,-5%,8%[57.1 µM],0.5,2,2%,-28%,-0.2
CCOC(=O)CNC(=O)CSc1ncnc2c1cnn2Cc1ccccc1,6,12,-16%,-13%,-0.2,-3,7%,-15%,0.3
COCCNC(C(=O)Nc1cc(Cl)cc(Cl)c1)c1ccccc1 (stereo not given),-9,4,-17%,-4%,0.5,9,5%,9%[57.1 µM],-0.2
c1coc(Cn2c(SCc3nc4ccccc4[nH]3)nnc2-c2cccs2)c1,-5,2,-6%,9%,-2.4,-3,10%,6%,0.5
O=C(O)c1ncn(Cc2ccccc2)c1C(=O)O,-2,6,-11%,4%,-0.3,-8,1%,21%,0.2
O=C(CCCSc1nc2ccccc2c(=O)[nH]1)c1ccccc1,3,-6,-8%,4%,0.0,-1,8%,6%,-0.6
CC(=O)n1cc(Nc2ccc([N+](=O)[O-])cc2)c2ccccc21,-3,·,-4%,8%,0.6,8,4%,22%,·
N#CCc1nn(Cc2ccc(F)cc2)c(=O)c2ccccc12,-8,17,-10%,-7%,0.7,-4,0%,-9%,3.1
CCOC(=O)c1c(NC(=O)COC(=O)c2ccc(NC(=O)CC#N)cc2)sc(C(=O)NC)c1C,3,-5,-21%,-2%,0.3,-18,0%,4%,0.6
COc1ccc(Cl)cc1NC(=O)CSc1nnc(C)n2c1cc1sccc12,2,·,3%,0%,0.2,-1,-11%,17%,0.5
CCNC(=O)/C(=C\c1ccc2c(c1)OCO2)NC(=O)c1ccc(Br)cc1,1,3,-10%,1%,0.0,3,2%,13%,-0.6
